AID inh = inhibitors of human activation induced cytidine deaminase; Q9GZX7; AID deamination FRET fluorescence, UDG-coupled, 4 h; Potency, µM (titrated, usually from 115 µM), for the others: at the highest dose activity change, negative = inhibition, most hits filed as inhibitors; hit rate 0.32% among 91,000; AID 1347428; also: nearly all actives have a fitted effect of over 25% in size
Target sequence (Q9GZX7 whole entry, looked up): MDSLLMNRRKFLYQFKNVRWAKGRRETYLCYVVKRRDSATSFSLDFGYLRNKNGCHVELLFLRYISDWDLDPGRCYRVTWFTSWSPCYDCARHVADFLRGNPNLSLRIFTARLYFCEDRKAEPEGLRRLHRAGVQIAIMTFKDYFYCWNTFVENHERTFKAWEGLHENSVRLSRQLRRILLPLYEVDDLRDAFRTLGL
UDG counterscr = counter-screen for AID inhibitors: uracil-DNA glycosylase inhibition | FRET deamination/UDG coupled assay, UDG read, 4 h | Potency, µM (highest dose often 115 µM), inactives show at the top dose activity change, negative = inhibition, usual class: inhibitors | hit rate 0.14% among 91,000; also: nearly all actives have a fitted effect of over 65% in size
* marks the source's active call; other numbers are inactive results; ? = inconclusive; [ ] = dose if it differs, or a comment. Calls follow the shape of the dose curve; as a rule, active = well fitted curve in the direction sought with a large enough effect; inconclusive = small, poorly fitted or top-dose-only effect, or another doubt; inactive = no such curve, though single readings can be large; an effect the other way counts as inactive or inconclusive. % is scaled to controls: 0 for no effect and ±100 for the full control effect; potency is read from the fitted curve at half-maximal effect. An excerpt; rates above refer to the full screens.

SMILES	AID inh	UDG counterscr
CC(=O)N1c2ccc(S(=O)(=O)N3CCCCCC3)cc2CC1C(=O)NCc1ccc(Cl)cc1 (stereo not drawn)	-2%	3%
COc1ccc(-n2c3c(cc(-c4nc(-c5ccc(Cl)cc5)cs4)c2=O)C(=O)CC(C)(C)C3)cc1Cl	23%	2%
CC(=O)c1c(C)n([O-])c2cc(Cl)c(Cl)cc2[n+]1=O	20%	5%
Cc1ccccc1N1CC(c2nnc(NC(=O)c3ccco3)s2)CC1=O (stereo not drawn)	-4%	2%
Cc1ccc(/C=N/N(c2ccccc2)c2ccccc2)cc1	-1%	-4%
CCOCCCNC(=O)c1cn(CC(C)C)c(=O)c2c1c1ccccc1n2C	-17%	-4%
CCc1ccc(-c2[nH]c3c(c2-c2c(-n4cccc4)n(C)c(=O)n(C)c2=O)c(=O)n(C)c(=O)n3C)cc1	11%	7%
COc1ccc(Cl)cc1NC(=O)CSc1nc2ccccc2c2nc(-c3ccccc3)nn12	-12%	-19%
CCOc1ccc(NC(=O)c2oc(=O)c3ccccc3c2-c2ccc(C)cc2)cc1	5%	8%
CCN(CC)CCNC(=O)c1n[nH]c(=O)c2ccccc12	0%	0%
COc1ccc(C)cc1NC(=O)CSc1nc2ccsc2c(=O)n1-c1ccccc1	-5%	0%
Cc1cccn2c(=O)c3cc(C(=O)NCc4ccccc4Cl)sc3nc12	-5%	-1%[57.5 µM]
Cn1c(=O)[nH]c(=O)c2c1nc(NCc1ccco1)n2Cc1ccccc1	-8%	-8%
CC1=C(C#N)C(NC(=O)c2cccc(Cl)c2)(C(F)(F)F)C(=O)N1 (stereo not drawn)	-29%	1%
CCCCn1c(=O)n(Cc2cccc(F)c2)c(=O)c2c1ncn2Cc1ccco1	-20%	-9%
Cc1nn(C)c(C)c1C(=O)NCc1cc(Cl)c2c(c1)OCCCO2	-3%	-2%
CCOC(=O)Cn1c(=O)n(C2CCCCC2)c2nc(-c3ccccc3Cl)nc(C(N)=O)c21	91%[activator]	17%
COc1cc2c(=O)n(CCC(=O)NCC3CCCO3)c(=O)n(CC(=O)Nc3ccc(F)cc3)c2cc1OC (stereo not drawn)	13%	-7%
Ic1cccc(-c2nc(-c3ccccn3)no2)c1	-17%	-12%
O=C(Cc1ccsc1)Nc1ccccc1Br	2%	9%
Cc1ccc(S(=O)(=O)c2cc3cc(C(=O)O)ccc3oc2=O)cc1	17%	38%[activator]
CCOc1ccc(-c2cc(NC(=O)Nc3ccc(Cl)cc3)c(C(=O)OC)s2)cc1	49%[activator]	31%[activator]
O=C1OCCC1N1CCC(c2nc3ccccc3s2)CC1 (stereo not drawn)	-2%	1%
Cc1cc(C)n(-c2nc3cc(Cl)c(Cl)cc3nc2Nc2c(C)cccc2C)n1	-4%	2%
CCN(CC)CCN(C(=O)c1ccco1)c1nc2c(C)c(C)ccc2s1	0%	-17%[57.5 µM]
O=[N+]([O-])c1ccc2nonc2c1Nc1ccccc1Cl	18%	2%
CC(=O)N/N=C/c1cc(Cl)ccc1OCCCOc1ccc(C)cc1C	-7%	8%
COc1cccc(C(=O)Nc2ccc3nc(SCc4ccc(C)cc4)sc3c2)c1	1%	7%
COc1cc(OC)c(OC)cc1/C=C/c1nc2ccccc2[nH]c1=O	-2%	3%
CC(C)c1ccc(OC(=O)c2cc(-c3ccc(Cl)cc3)on2)cc1	32%[activator]	-9%
CCN1CCN(C(c2ccc(OC)cc2)c2c(O)cc(C)n(CCOC)c2=O)CC1 (stereo not drawn)	3%	0%
CCn1c(C)c(C)c2cc(C(=O)NCc3ccc(OC(C)C)cc3)ccc21	?	39%[activator]
Cc1cc(Nc2cccc([N+](=O)[O-])c2)c2cc(Cl)ccc2n1	2%	1%
COc1c(Cl)cc(Cl)cc1/C=C(\C#N)c1nc(-c2ccc(Cl)cc2)cs1	25%	-9%
FC(F)(F)c1cc(-c2ccccc2)nc(SCc2ccncc2)n1	-9%	-1%
Cc1ccc(NC(=O)CCn2cnc3c2c(=O)n(C)c(=O)n3C)cc1C	-4%	10%

6 entries already listed, sorted by the number in AID inh, lowest first.
SMILES	AID inh
Cn1c(=O)[nH]c(=O)c2c1nc(NCc1ccco1)n2Cc1ccccc1	-8%
COc1ccc(C)cc1NC(=O)CSc1nc2ccsc2c(=O)n1-c1ccccc1	-5%
Cc1ccccc1N1CC(c2nnc(NC(=O)c3ccco3)s2)CC1=O (stereo not drawn)	-4%
Cc1ccc(/C=N/N(c2ccccc2)c2ccccc2)cc1	-1%
Cc1ccc(S(=O)(=O)c2cc3cc(C(=O)O)ccc3oc2=O)cc1	17%
COc1c(Cl)cc(Cl)cc1/C=C(\C#N)c1nc(-c2ccc(Cl)cc2)cs1	25%

Next records follow.
SMILES	AID inh	UDG counterscr
COc1cc2c(c(OC(=O)c3ccccc3)c1OC)CC(=O)CCC2	-10%	-8%
CCOc1ccccc1N(C)C(=O)c1nn(-c2ccc(C)cc2)c(=O)c2c1c1ccccc1n2C	12%	32%[activator]
COc1cc(/C=N/NC(=O)CNc2cccc(C(F)(F)F)c2)ccc1OC(=O)c1ccccc1F	10%	7%
CCOC(=O)c1c(S(=O)(=O)N2CCCC(C(=O)Nc3cccc(C)n3)C2)c(C)n(C)c1C (stereo not drawn)	4%	-9%
COc1ccccc1NC(=O)CSC1=Nc2ccccc2C2=NC(CC(=O)NCc3ccco3)C(=O)N12 (stereo not drawn)	9%	41%[activator]
CCOC(=O)C(=O)Nc1cc(OC)c(OC)c(OC)c1	-6%	-1%
Cc1cc(C)cc(NC(=O)NCCn2nnc3cc(S(=O)(=O)N(C)C)ccc32)c1	20%	10%
COCCn1c(SC(C)C(=O)c2cc(C)ccc2C)nnc1-c1ccc(Cl)cc1 (stereo not drawn)	1%	-1%
O=C(O)C1(Cc2nc3ccccc3s2)CCCCC1	7%	8%
Cc1cccc(NC(=O)CSc2cn(CC(=O)N3CCCCCC3)c3ccccc23)c1	1%	-2%
CCN(CC)CCNC(=O)c1ccc(-c2nc(CN3CCc4ccccc43)c(C)o2)cc1	9%	-1%
Cc1ccc(-c2csc(=Nc3ccccc3)n2Cc2ccc3c(c2)OCO3)cc1	-1%	-15%
CC(NC(=O)CSc1ccc2c(c1)OCCCO2)c1cccc2ccccc12 (stereo not drawn)	-10%	-2%
O=C(c1ccccc1Br)N(Cc1cccc2[nH]ccc12)C1CC1	2%	-1%
CC(Oc1ccc2ccc(=O)oc2c1)C(=O)NCCc1ccc(F)cc1 (stereo not drawn)	0%	-3%
CC(CNC(=O)c1sc2ncccc2c1-n1cccc1)c1ccccc1 (stereo not drawn)	79µM*	-17%
CC(C)c1cc(C(=O)N2CCN(C(=O)c3ccccc3)CC2)c2ccccc2n1	-1%	4%
CCCOc1ccc(C2C(=O)N(C3CCCCCC3)CC(=O)N2CCC)cc1OC (stereo not drawn)	4%	2%[57.5 µM]
N#Cc1nc(-c2ccc(F)cc2)oc1N1CCN(Cc2ccccc2)CC1	-11%	-9%
CCN(C(=O)c1cc(S(=O)(=O)N2CCc3ccccc32)cn1C)c1cccc(C)c1	?	-6%
Cc1ccc(C(=O)Nc2nc(-c3nnn(-c4cccc(C(F)(F)F)c4)c3C)ns2)cc1	-20%	-19%
COCc1cc(C)nc2sc3c(=O)n(-c4cc(C)ccc4C)nnc3c12	6%	7%
CCCCOCCCNC(=O)CCC(=O)NC(C)(C)C	-1%	-11%
Cc1c(C#N)c(N)nc2c3c(sc12)NC(=O)CC3c1c(F)cccc1Cl (stereo not drawn)	0%	-6%
O=C(CSc1nc2ccccc2s1)c1ccc(C2CCCCC2)cc1	16%	-4%
O=C(NC1CCCCNC1=O)c1ccc2c(c1)OCCCO2 (stereo not drawn)	-1%	0%
COc1cccc(-n2c(SCC(=O)Nc3cc(C)ccc3C)nc3c(oc4ccccc43)c2=O)c1	5%	11%
Cc1cc(F)ccc1NC(=O)c1ccc2nc(Cc3ccccc3)oc2c1	11%	41%[activator]
N#Cc1nc(-c2ccc(F)cc2)oc1NCCCN1CCOCC1	-10%	-4%
O=C(Nc1cccc2cccnc12)c1ccccc1[N+](=O)[O-]	19%	13%
Cn1cc(C(=O)NCc2ccccc2)c(=O)c2cc(S(=O)(=O)N3CCCCCC3)ccc21	-1%	-16%[57.5 µM]
CC(NC(=O)C(C#N)C(=O)c1ccc(F)cc1)c1ccccc1 (stereo not drawn)	3%	-2%
Cc1cc(C)cc(C(=O)NC(C)C(=O)N2CCC3(CC2)NCCc2[nH]cnc23)c1 (stereo not drawn)	3%	-11%
COCCNC(=O)c1cc(-c2ccccn2)nc2ccccc12	9%	0%
Cc1ccc(C(=O)N/C(=C\c2ccco2)C(=O)O)cc1	13%	-8%
CC(C)(C)c1ccc(C(=O)N/N=C/C2CC3CCC2C3)cc1 (stereo not drawn)	-7%	-1%
CCc1ccccc1NC(=O)CN(C)CC(=O)NC(=O)NCC(F)(F)F	-1%	-2%
O=C(Nc1cccc(S(=O)(=O)N2CCCCCC2)c1)C1=COCCO1	10%	6%
Cc1csc(CNC(=O)N(C)Cc2ccc3c(c2)OCCO3)n1	4%	-2%
CN(C)c1ccc(NC(=O)Cn2c(SCc3ccccc3F)nc3cccnc32)cc1	-6%	6%
CCOC(=O)c1ccc(NC(=O)CCc2c(C)nc3cc(-c4ccc(OC)cc4OC)nn3c2C)cc1	9%	0%
CC(=O)NC(Nc1cc(C(F)(F)F)ccc1Cl)C(Cl)(Cl)Cl (stereo not drawn)	-9%	-7%
CC(C)C[C@H](NC(=O)CCn1ccc2ccc(F)cc21)C(=O)O	-1%	8%
CC(=O)c1cc2c(cc1N/C(=N/S(=O)(=O)c1ccc(C)cc1)c1ccc(Cl)cc1)OCO2	3%	-8%
Cc1nn(CCC(=O)Nc2cccc(C#N)c2)c(C)c1S(=O)(=O)N1CCC(C)CC1	6%	-4%
Cc1cc(C(C)(C)C)cc(C)c1CCNC(=O)c1nccnc1N	-5%	1%
Cc1cc(C)c(NC(=O)C(C)Sc2cc(C)ccc2C)c(C)c1 (stereo not drawn)	-2%	3%
CC(=O)N[C@@H](Cc1c[nH]c2ccccc12)C(=O)OCc1cc(C(F)(F)F)cc(C(F)(F)F)c1	1%	-4%
COc1ccc2c(c1)c1c(c(=O)n(CCc3ccccc3)c(=O)n1Cc1ccc(F)cc1)n2C	1%	-7%
O=[N+]([O-])c1cc(-c2nc(-c3ccccc3)no2)ccc1N1CCOCC1	5%	-7%
C=C(C)Cn1c(-n2nc(C)c(C)c2C)nc2c1c(=O)n(C)c(=O)n2C	-11%	-7%
COc1ccc(/C=C2\Oc3cc(OS(=O)(=O)c4ccc(OC)cc4)ccc3C2=O)cc1	0%	6%
CCOC(=O)C1=C(CN2CCN(C)CC2)NC(=O)NC1c1ccc(F)cc1 (stereo not drawn)	-8%	-5%[57.5 µM]
CSc1ccc(CNC(=O)C2CCCN(S(=O)(=O)N(C)c3ccc(F)cc3)C2)cc1 (stereo not drawn)	?	6%
CN(Cc1ccc(C(=O)NCC(F)(F)F)cc1)C(=O)C1CCCN(C(=O)c2ccc(Cl)cc2)C1 (stereo not drawn)	-2%	0%
O=C(NCc1ccc(F)cc1)c1ccc2c(c1)N(Cc1ccc(F)cc1Cl)C(=O)CS2	10%	7%
Cc1[nH]c2ccccc2c1/C=N/c1sc2c(c1C#N)CCC(C)C2 (stereo not drawn)	26%	3%
COC(=O)CCOc1ccc(S(=O)(=O)Nc2cccc(Cl)c2C)cc1	-3%	2%
COc1cc(OC)cc(C(=O)NC2CC3CCC2C3)c1 (stereo not drawn)	1%	10%
CCn1nc(C(=O)OC(C(=O)c2c[nH]c3ccccc23)c2ccccc2)c2ccccc2c1=O (stereo not drawn)	0%	9%
Following part:
SMILES	AID inh	UDG counterscr
CCOC1OC(=O)C(Cl)=C1Nc1ccc(C)cc1C (stereo not drawn)	3%	-10%
Clc1ccc2nc(NCc3ccccc3)c3nncn3c2c1	19%	1%
CCOC(=O)N1CCN([C@H]2CS(=O)(=O)C[C@@H]2S(=O)(=O)c2ccccc2)CC1	6%	2%
COCc1ccc(C(=O)NCc2ccco2)cc1	22%	2%
O=C(O)C(c1c[nH]c2ccc(Cl)cc12)N1CCc2ccccc2C1 (stereo not drawn)	1%	-2%
COc1ccc(NC(=O)c2cc(C3CC3)nc3c2c(C)nn3-c2ccccc2)cc1	-11%	-7%
CCN(CC)CCCNC(=O)c1ccc2c(c1)NC(=O)C(CS(=O)(=O)Cc1cccc(Br)c1)N2 (stereo not drawn)	42%[activator]	-13%
CCc1nn2c(=O)c(S(=O)(=O)Nc3ccc(Cl)cc3)c(C)nc2s1	-12%	-3%
CC1=NS(=O)(=O)c2cc(Cl)ccc2N1	6%	-3%
CCOc1ccc(CCNC(=O)c2ccc3c(c2)sc2nc(-c4ccc(F)cc4)cn23)cc1OCC	-7%	-10%
COc1cccc(NC(=O)c2nc3ccccc3nc2N2CCCC2)c1	-3%	4%

Looked up one by one from the entries so far:
SMILES	AID inh	UDG counterscr
O=C(Nc1cccc(S(=O)(=O)N2CCCCCC2)c1)C1=COCCO1	10%	6%
CC(NC(=O)C(C#N)C(=O)c1ccc(F)cc1)c1ccccc1 (stereo not drawn)	3%	-2%
Cc1csc(CNC(=O)N(C)Cc2ccc3c(c2)OCCO3)n1	4%	-2%
CCN(CC)CCNC(=O)c1ccc(-c2nc(CN3CCc4ccccc43)c(C)o2)cc1	9%	-1%
Cc1cc(C)cc(C(=O)NC(C)C(=O)N2CCC3(CC2)NCCc2[nH]cnc23)c1 (stereo not drawn)	3%	-11%
O=C(O)C(c1c[nH]c2ccc(Cl)cc12)N1CCc2ccccc2C1 (stereo not drawn)	1%	-2%
CCOC(=O)N1CCN([C@H]2CS(=O)(=O)C[C@@H]2S(=O)(=O)c2ccccc2)CC1	6%	2%

Screening results deposited in PubChem by National Center for Advancing Translational Sciences (NCATS).
